High-throughput results from PubChem BioAssay.
VHR inh color = VHR1 phosphatase inhibitors, primary screen, biochemical, colorimetric, HTS; Dual specificity protein phosphatase 3 (Homo sapiens), P51452; hit rate 0.7% among 50,000; inhibition, % at 20 µM; recombinant VHR phosphatase, colorimetric substrate read-out; in the data active means inhibition above about 60%; further: some results filed as inactive read as strong as hits
Target sequence (P51452 whole entry, looked up): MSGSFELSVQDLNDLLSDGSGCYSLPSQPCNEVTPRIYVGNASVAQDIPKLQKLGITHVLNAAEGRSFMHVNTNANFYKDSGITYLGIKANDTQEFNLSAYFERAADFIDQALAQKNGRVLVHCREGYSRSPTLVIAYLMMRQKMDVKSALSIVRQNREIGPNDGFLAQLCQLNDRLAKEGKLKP
* marks the source's active call; other numbers are inactive results. These rows are one share of the data. The share of hits here may be higher or lower than overall.

SMILES | VHR inh color
COc1ccc(NC(=O)CC(c2ccccc2)c2ccccc2)cc1 | -32.0
COC(=O)c1c(C)oc2cc(Br)c(OCc3ccccc3)cc12 | -25.9
CCOC(=O)c1c(NC(=S)Nc2ccc(OC)cc2)sc2c1CCCCC2 | -0.1
C=CCN(CC=C)C(=O)CCc1ccccc1 | -8.7
Cc1cccc(N=C2NC(=O)/C(=C\c3ccc(Br)cc3)S2)c1C | -18.7
COc1cccc(N2C(=O)C(=O)/C(=C(\O)c3ccccc3)C2c2cccc([N+](=O)[O-])c2)c1 (stereo not drawn) | -10.3
Nc1[nH]n(-c2ccccc2)c(=O)c1N=Nc1ccc2[nH]c(=O)[nH]c2c1 | 12.9
CCC1=NN(C(=O)c2cccnc2)C(O)(c2ccccc2)C1 (stereo not drawn) | -4.6
CCc1ccccc1NC(=O)C1(c2ccccc2)CC1(Cl)Cl (stereo not drawn) | 1.8
C=CCSc1nc2sc3c(c2c(=O)[nH]1)CCC3 | -19.6
Cc1cc2c(cc1C)NC(c1coc3ccccc3c1=O)C1=C(CC(C)(C)CC1=O)N2 (stereo not drawn) | 1.4
CC1=CCC(CN(CCCN(C)C)CC2CC=C(C)CC2)CC1 (stereo not drawn) | -0.4
COc1cccc(-c2nc3cc(NC(=O)c4cccc(Cl)c4Cl)ccc3o2)c1 | -20.0
O=C1c2ccc3c4c(ccc(c24)C(=O)N1CCc1ccc(Cl)cc1)CC3 | -21.8
O=C1NC(=O)C(=Cc2ccc3c(c2)OCO3)C(=O)N1 | 4.9
CCOC(=O)/C=C(\C)CC/C=C(/C)CC | 14.1
CCOC(=O)C1CCN(C(=O)c2ccc(C#CC(C)(C)O)cc2)CC1 | 12.3
C=C(C)Cn1c(-c2ccc(Br)cc2)n[nH]c1=S | -15.2
Cc1ccc(-c2nc3ncccc3o2)cc1NC(=O)c1ccc(Br)o1 | -5.9
Cc1[nH]n(-c2ccccc2)c(=O)c1/C=N/N(C)C | -7.3
CCN(CC)c1ccc(/C=C2\SC(=S)N(Cc3ccco3)C2=O)cc1 | 3.9
C=CCNC(=O)CN(c1ccc(Br)cc1)S(C)(=O)=O | -10.9
Cc1ccc(-c2csc(NC(=O)C3C4CCC(C4)C3C(=O)O)n2)cc1 (stereo not drawn) | -11.9
Cc1cccc(N2C(=O)Cn3c2nc2c3c(=O)n(C)c(=O)n2C)c1 | -5.2
CCn1c(C)nc2cc(S(=O)(=O)N3CCCC3)ccc21 | 4.3

Further entries
SMILES | VHR inh color
Cc1cc(Cl)ccc1OC(=O)COc1ccc([N+](=O)[O-])cc1 | 4.4
NC(=O)C1CCN(C(=O)COc2ccccc2Cl)CC1 | -24.1
COc1cc(OC)c(C2Nc3ccccc3NC3=C2C(=O)CC(C)(C)C3)cc1OC (stereo not drawn) | -0.8
CC(=O)N1c2ccc3ccccc3c2C2C=CCC2C1c1ccc(F)cc1 (stereo not drawn) | -6.5
COc1cccc(C2C(C(=O)Nc3ccccc3)=C(C)N=c3s/c(=C\c4ccc5c(c4)OCO5)c(=O)n32)c1 (stereo not drawn) | -3.2
NC1=NC(=O)/C(=C\c2ccc(-c3ccc([N+](=O)[O-])cc3)o2)S1 | 77.0*
COc1cc(/C=C2\SC(N)=NC2=O)cc(Br)c1OCc1cccc2ccccc12 | 33.6
O=c1/c(=C/c2ccc(OCCOc3ccc(Br)cc3)cc2)sc2nc3ccccc3n12 | -1.0
CC(=O)CCc1oc2c(Br)cc(Br)cc2c1-c1ccc(C)o1 | -6.6
CCCNC(=S)Nc1c(C)n(C)n(-c2ccccc2)c1=O | -8.3
C#Cc1cccc(NC(=O)c2cc(C(=O)Nc3cccc(C#C)c3)cc(N3C(=O)c4ccccc4C3=O)c2)c1 | -5.4
COc1ccc(S(=O)(=O)N(Cc2ccccc2)c2ccccc2C(=O)O)cc1 | -53.5
C=CCNC(=O)CN(c1ccc(OC)c(Cl)c1)S(C)(=O)=O | -11.2
CS(=O)(=O)N(CC(=O)O)c1ccccc1Br | -23.1
CCOC(=O)CNC(=O)C(CC)CC | -0.7
COc1ccc(C2=NN(c3nc(-c4ccc(F)cc4)cs3)C(c3ccc(OC)cc3)C2)cc1 (stereo not drawn) | -5.1
CCOc1ccc(/C=C2/SC(=O)N(CNc3ccc(Br)cc3)C2=O)cc1 | -10.5
COc1ccc(N2C(=O)NC(=O)/C(=C/c3ccc(Sc4ccc(C)cc4)o3)C2=O)cc1 | 10.6
CCCc1nc(-c2cc(OC)c(OC)c(OC)c2)no1 | -7.0
CSc1ccc(Cl)c(C(=O)NCC(C)c2ccccc2)c1 (stereo not drawn) | -9.6
Fc1ccc(-c2nnc(-c3ccc(Br)o3)o2)cc1 | -12.6
O=C1c2ccccc2C(=O)N1c1ccc2[nH]c(=S)sc2c1 | 56.9
Cn1c(=O)c2[nH]c(N=Nc3c(O)[nH]c(=O)[nH]c3=O)nc2n(C)c1=O | -5.3
COc1cccc(N=c2ssc3c2-c2cc(C)c(C)cc2NC3(C)C)c1 | 25.5
O=C(Cn1cc(C=C2C(=O)NC(=S)NC2=O)c2ccccc21)Nc1ccccc1 | 13.0

Structures above that contain a thiophene ring, fused or not, in the order listed:
SMILES | VHR inh color
CCOC(=O)c1c(NC(=S)Nc2ccc(OC)cc2)sc2c1CCCCC2 | -0.1
C=CCSc1nc2sc3c(c2c(=O)[nH]1)CCC3 | -19.6

Sorted by length of the SMILES (falling): part of the list above
SMILES | VHR inh color
COc1cccc(C2C(C(=O)Nc3ccccc3)=C(C)N=c3s/c(=C\c4ccc5c(c4)OCO5)c(=O)n32)c1 (stereo not drawn) | -3.2
COc1ccc(C2=NN(c3nc(-c4ccc(F)cc4)cs3)C(c3ccc(OC)cc3)C2)cc1 (stereo not drawn) | -5.1
COc1cccc(N=c2ssc3c2-c2cc(C)c(C)cc2NC3(C)C)c1 | 25.5
Cc1cc(Cl)ccc1OC(=O)COc1ccc([N+](=O)[O-])cc1 | 4.4
C=CCNC(=O)CN(c1ccc(OC)c(Cl)c1)S(C)(=O)=O | -11.2
NC(=O)C1CCN(C(=O)COc2ccccc2Cl)CC1 | -24.1

The main list resumes with the 6 entries that preceded the break.
SMILES | VHR inh color
CSc1ccc(Cl)c(C(=O)NCC(C)c2ccccc2)c1 (stereo not drawn) | -9.6
Fc1ccc(-c2nnc(-c3ccc(Br)o3)o2)cc1 | -12.6
O=C1c2ccccc2C(=O)N1c1ccc2[nH]c(=S)sc2c1 | 56.9
Cn1c(=O)c2[nH]c(N=Nc3c(O)[nH]c(=O)[nH]c3=O)nc2n(C)c1=O | -5.3
COc1cccc(N=c2ssc3c2-c2cc(C)c(C)cc2NC3(C)C)c1 | 25.5
O=C(Cn1cc(C=C2C(=O)NC(=S)NC2=O)c2ccccc21)Nc1ccccc1 | 13.0
Cc1c(OCC(=O)C(C)(C)C)ccc2c(-c3ccccc3)cc(=O)oc12 | -30.9
O=[N+]([O-])c1cc(Cl)ccc1N1CCN(S(=O)(=O)c2ccc(Cl)cc2)CC1 | 15.9
CCc1ccc2oc(-c3cccc(NC(=O)c4ccccc4I)c3)nc2c1 | 4.7
CCc1ccc(NC(=O)CN(c2cccc(Cl)c2)S(=O)(=O)c2ccccc2)cc1 | 16.6
CN(C)CCOC(=O)C12CC3CC(C1)CC(C(=O)OCCN(C)C)(C3)C2 | 2.0
COc1ccc(OCC(=O)Nc2ccc3oc(-c4ccccc4F)nc3c2)cc1 | 2.7
Cc1cccc(NC(=O)/C(=C\c2cccs2)NC(=O)c2ccccc2)c1 | 0.9
O=C(Nc1ccc(Cl)c(C(F)(F)F)c1)c1cccs1 | -33.0
COc1ccc(OCC(=O)N2CCN(C)CC2)cc1 | -44.0
N/C(=N\OC(=O)c1cccc(Cl)c1)c1ccccc1 | 103.0
Cc1ccc(C=Nc2ccc3nc(-c4ccc(Cl)cc4Cl)[nH]c3c2)o1 | 97.3
Cc1nnc(NC(=O)CN2C(=O)/C(=C/c3cccc(Br)c3)SC2=S)s1 | 19.2
O=C(O)COc1ccc(N2C(=O)C=CC2=O)cc1 | 25.6
Cc1cc(C)n(C(=O)c2ccc(C(C)(C)C)cc2)n1 | 2.1
COc1ccc(CC(=O)NCC2(c3ccccc3)CCCC2)cc1OC | -13.0
Cc1ccc(Cc2cnc(NC(=O)c3ccc(Cl)cc3)s2)cc1 | -5.3
O=C1C(=O)N(CC2CCCO2)C(c2cccc([N+](=O)[O-])c2)/C1=C(/O)c1ccccc1 (stereo not drawn) | 5.0
CCc1nnc(NC(=O)c2ccc(Br)o2)s1 | 2.2
Oc1c(Cl)cc(Cl)cc1/C=N/Nc1nnc(-c2ccccc2)c(-c2ccccc2)n1 | -15.0
O=C1N=C(N2CCCCC2)S/C1=C\c1ccc(F)cc1 | 1.3
c1ccc2c(c1)ncn2CCOCCOCCn1cnc2ccccc21 | -8.4
COc1ccc(OCCn2c(=O)c3cc4c(=O)n(CCOc5ccc(OC)cc5)c(=O)c4cc3c2=O)cc1 | -6.0
O=C(N/N=C/c1ccc(-c2cc(C(F)(F)F)ccc2Cl)o1)c1ccncc1 | -7.2
CCCOC(=O)c1ccc(NC(=O)c2cccc([N+](=O)[O-])c2C)cc1 | -7.6
C=CCC1(N(C(C)=O)c2ccccc2C)CCCCC1 | 7.1

Other structures follow.
SMILES | VHR inh color
CCc1c(C)c(C#N)c2nc3ccccc3n2c1N1CCN(C2=NCC(C)(C)S2)CC1 | 5.2
CCN1C(=O)/C(=C\c2cn(Cc3ccccc3Cl)c3ccccc23)SC1=S | 2.0
Clc1ccc(Cc2nc(-c3ccncc3)no2)cc1 | 5.4
CS(=O)(=O)N1CCN(Cc2ccccc2Cl)CC1 | -22.1
Cn1ccnc1SCC(=O)n1c2c(c3ccccc31)CCCC2 | 8.1
CCN(CC)S(=O)(=O)c1cc(C(=O)NC2CCCCC2)ccc1Cl | -18.0
Cc1ccc(C2=Nc3ccccc3Nc3c2cc([N+](=O)[O-])cc3[N+](=O)[O-])cc1 | -73.0
O=C(N/N=C/c1ccc([N+](=O)[O-])cc1)c1cc(-c2ccc(Cl)cc2)n[nH]1 | -1.1
O=C(Nc1ccc(Cl)cn1)c1ccc(I)cc1 | 67.3
CCc1cc(=O)oc2cc(OCC(N)=O)ccc12 | 1.2
CC(=O)NC1=NC(=O)/C(=C\c2ccc(C)o2)S1 | 33.2
COc1ccccc1C(=O)N1CCN(Cc2ccccc2F)CC1 | 2.5
Cc1cc(=O)oc2c(C)c(O)c(C(=O)c3ccccc3)cc12 | -20.3
NC(=O)c1c(NC(=O)CCCC(=O)O)sc2c1CCCCC2 | 34.5
COc1nccnc1NS(=O)(=O)c1ccc(NC(=O)c2ccc(C(C)=O)cc2)cc1 | -10.9
CCOC(=O)C1=C(O)/C(=C/c2ccccc2)SC1=Nc1ccc(OC)cc1 | 7.6
NC1=NC(=O)/C(=C\c2cccc(OCc3ccccc3)c2)S1 | -1.1
C/C(=N\NC(=O)c1n[nH]c2c1CCCC2)c1ccc([N+](=O)[O-])cc1 | -20.9
CCOc1cc(C(=S)N2CCOCC2)ccc1OC(=O)Cc1ccccc1 | 18.8
CC(C)(C)c1ccc(C(=O)Nc2ccc(Br)cn2)cc1 | -3.9
COc1ccc(NC(=O)c2cc3ccccc3o2)cc1OC | 44.0
CCOc1cc(/C=C2/SC(=S)NC2=O)ccc1OC(=O)c1ccco1 | -12.1
CCCc1ncc(C(O)c2cccc(OC)c2OC)n1C (stereo not drawn) | -18.7
COc1ccc(C(=O)N2CCN(Cc3ccccc3C)CC2)cc1OC | -6.6
O=C1N=C(N2CCOCC2)S/C1=C/c1ccco1 | -10.9

The list continues.
SMILES | VHR inh color
CC(C)N=C(NS(=O)(=O)c1ccccc1)c1ccccc1 | -16.3
CCCCn1c(/N=C/c2ccc(OC)c3cccc(OC)c23)nc2ccccc21 | -21.9
O=C(CSc1nc2ccc(N3C(=O)c4ccccc4C3=O)cc2s1)Nc1ccc(F)cc1 | 5.0
CCOc1cc(C=C2C(=O)c3ccccc3C2=O)ccc1OCc1ccc(Cl)cc1Cl | -32.6
COCCNC(=O)c1nn2c(C(F)(F)F)cc(-c3cccs3)nc2c1Cl | -9.4
CC1=C(C(=O)OCCc2ccccc2)C(c2cccc(Cl)c2)CC(=O)N1 (stereo not drawn) | -26.3
Cc1ccc(Cl)c(OCCN2CCOCC2)c1 | 0.2
OCCNCC(O)Cn1c2ccc(I)cc2c2cc(I)ccc21 (stereo not drawn) | 0.0
COC(=O)CSc1nnc(-c2ccccc2)c(-c2ccccc2)n1 | 3.1
COc1ccc(CNCc2ccc(F)cc2)cc1OC | -18.6
COC(=O)C1=CNC=C(C(=O)OC)C1c1cccc(Oc2ccccc2)c1 | -14.0
Cc1nc2ccc(Cl)cc2c(-c2ccccc2)c1C(=O)O | -16.2
COc1ccc(C(=O)N2CCCCCC2)cc1 | 0.3
COc1ccc(-c2cc(C(=O)NC3CCCCCCC3)c3ccccc3n2)cc1OC | -27.5
CCCCNCCCCCCOc1ccc(C(C)C)cc1 | -6.3
CN(C)Cn1c(O)c(N=NC(=O)c2cccnc2)c2ccccc21 | 10.9
O=C(NC(NC(=S)Nc1c(Cl)cccc1Cl)C(Cl)(Cl)Cl)c1cccc([N+](=O)[O-])c1 (stereo not drawn) | -2.6
CCOCCOC(=O)c1cccc(NC(=O)C(C(C)C)N2C(=O)c3ccccc3C2=O)c1 (stereo not drawn) | 4.1
CCN(CC)CCCCOc1c(C)cc(Cl)cc1Cl | -10.8
O=C(NCCC1=CCCCC1)c1ccc(Cl)c([N+](=O)[O-])c1 | 5.9
CCn1c(C)nc2c(I)c(O)ccc21 | -7.0
CCOC(=O)c1ccc(NC(=O)COc2ccc(Cl)cc2Br)cc1 | -16.5
Cc1cc(NS(=O)(=O)c2ccc(Nc3nc(-c4ccncc4)cs3)cc2)no1 | -1.2
CC1(O)c2ccccc2C(=O)N1Cc1ccccc1 (stereo not drawn) | -40.1
CC(=O)Nc1ccc(S(=O)(=O)Nc2cccc3cccnc23)cc1 | 18.7
O=[N+]([O-])c1cc(C(=S)N2CCOCC2)ccc1O | -12.2
CC(=O)c1ccc2c(c1)C1C=CCC1C(c1ccc(Cl)cc1)N2 (stereo not drawn) | -37.1
O=C(CN1CCCC1=O)NCc1ccccc1 | -5.6
O=C(CSc1nnc(-c2ccco2)n1-c1ccccc1)NCc1ccccc1 | 0.7
Cc1ccccc1C1C2=C(CC(C)(C)CC2=O)NC2=C1C(=O)CC(C)(C)C2 | -25.2
